Screens deposited in PubChem BioAssay by several laboratories.
PPC-1+TRAIL kill: compounds killing PPC-1 cancer cells with TRAIL present, primary screen, TRAIL potentiator project, ATPLite luminescence, uHTS; cell killing (% activity), % at 4 µM; PPC-1 cells + TRAIL, ATPLite viability luminescence; hit rate 0.41% among 220,000;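 active means cell killing above 50% in the first pass at 4 µM, then a duplicate retest at 5 µM averaging 50% or more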;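 further: plate controls were cells with TRAIL plus DMSO for no effect and medium-only wells lacking cells for full effect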
BaF3 tox: parental Ba/F3 cell viability inhibition, counter-screen for JAK2V617F inhibitor project, murine pro-B, CellTiter-Glo luminescence. CellTiter-Glo ATP luminescence. inhibition, % at 5.6 µM. hit rate 1.1% among 220,000. AID 1486, 2009;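 active means inhibition above a per-campaign cutoff, the mean inhibition of all tested compounds plus 3 SD, cut at about 27% in these data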;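 further: 0% = DMSO wells and 100% = JAK Inhibitor I control wells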
TRPML3 ag: human TRPML3 channel agonists, primary screen, cell-based, HEK293 TRPML3-YFP, Fluo-8 calcium fluorescence, 3 µM. 100% = the carbachol control signal. activation, % at 3 µM. Mucolipin-3 (Homo sapiens), Q8TDD5. AID 1448, 2008. hit rate 0.29% among 220,000;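 active means activation above its plate's cutoff, the mean activation of the plate's test wells plus 3 SD, cut at about 12% in these data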;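 further: 0% = DMSO only wells and 100% = carbachol wells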
Target sequence (Q8TDD5 whole entry, looked up): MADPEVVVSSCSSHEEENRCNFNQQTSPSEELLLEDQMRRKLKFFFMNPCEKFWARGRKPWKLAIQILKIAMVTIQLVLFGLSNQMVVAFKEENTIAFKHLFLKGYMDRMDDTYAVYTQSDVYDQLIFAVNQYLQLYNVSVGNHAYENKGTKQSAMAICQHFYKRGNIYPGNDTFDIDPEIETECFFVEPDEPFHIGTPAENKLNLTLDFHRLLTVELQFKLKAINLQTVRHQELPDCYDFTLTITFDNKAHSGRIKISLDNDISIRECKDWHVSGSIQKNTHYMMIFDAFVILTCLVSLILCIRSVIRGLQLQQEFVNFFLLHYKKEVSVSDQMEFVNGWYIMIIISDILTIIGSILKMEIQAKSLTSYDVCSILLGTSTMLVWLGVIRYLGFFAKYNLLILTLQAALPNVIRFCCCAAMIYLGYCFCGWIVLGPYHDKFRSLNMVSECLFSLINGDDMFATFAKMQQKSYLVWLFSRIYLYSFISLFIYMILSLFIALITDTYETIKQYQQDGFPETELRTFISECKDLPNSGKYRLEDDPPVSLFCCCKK
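Test system – HEK293 line with stable expression of human TRPML3-YFP channel · Control set – carbachol 87 µM final as high control (100%), DMSO as low control (0%) · Signal – Fluo-8 calcium dye fluorescence, ex 470-495, em 515-575 nm · Incubation – 1-h 37 °C dye load, 5-s basal, 120-s post-compound reads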
zfTRPN1 agonist: zebrafish TRPN1 channel agonists, primary screen, cell-based, HEK293, calcium fluorescence | transient receptor potential cation channel N1 (TRPN1/NompC), Danio rerio | HEK293 zebrafish TRPN1-YFP, Fluo-8 calcium fluorescence; 100% = response to 87 µM carbachol | activation, % at 3 µM | hit rate 0.18% among 220,000 | AID 1424, 2008;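 active means activation above its plate's cutoff, the mean activation of test wells on that plate plus 3 SD, cut at about 19% in these data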;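 further: 0% = DMSO alone and 100% = 87 µM carbachol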
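System: zebrafish TRPN1-YFP in HEK293 cells / Dosing: 3 µM single point / Timing: dye loading 1 h at 37 °C, then 30 min room temperature / Signal: Fluo-8 calcium fluorescence, excitation 470-495 nm, emission 515-575 nm / Read-out basis: percent activation from peak over basal fluorescence ratio, control-normalized / Control set: high carbachol 87 µM, low DMSO alone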
RBBP9 inh: human RBBP9 inhibitors, primary screen, biochemical, fluorescence polarization, FP-Rh probe, HTS; AID 1515, 2009; hit rate 0.2% among 220,000; Serine hydrolase RBBP9 (Homo sapiens), O75884; inhibition, % at 7.94 µM; recombinant RBBP9;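 active means inhibition above the campaign mean of all tested compounds plus 3 SD, cut at about 14% in these data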;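 further: plate controls were DMSO wells with RBBP9 for no effect and wells lacking RBBP9 protein for full effect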
Target sequence (O75884 whole entry, looked up): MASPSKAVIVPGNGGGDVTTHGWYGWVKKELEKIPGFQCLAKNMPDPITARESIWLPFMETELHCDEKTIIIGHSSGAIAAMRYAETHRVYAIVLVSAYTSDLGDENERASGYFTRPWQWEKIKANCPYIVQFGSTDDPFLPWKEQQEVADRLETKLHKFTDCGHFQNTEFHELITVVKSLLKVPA
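Measured by – fluorescence polarization · Test system – RBBP9 protein · Input – 2.5 µM RBBP9 dispensing solution, before mixing · Measure – percent inhibition from mP, scaled between DMSO and no-protein wells · Benchmarks – DMSO-treated enzyme wells and wells lacking RBBP9 · Times – preincubation 30 min plus labeling 45 min at 25 °C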
TNF death inh: inhibitors of TNF-alpha triggered necroptosis, primary screen, cell-based, Jurkat FADD-/-, single concentration | Jurkat FADD-/- TNF necroptosis rescue, ATP luminescence, 24 h; 0 = TNF only, 100 = no-TNF cells | activation (protection from cell death), % at 10 µM | hit rate 0.068% among 220,000 | AID 463075, 2010;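 active means activation, meaning protection from cell death, of at least 50% relative to plate controls; inactive means activation below 50%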;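 further: necroptosis triggered by 40 ng/mL TNF-alpha added together with compound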
Wee1 stabilizer: Wee1 degradation inhibitors, primary screen, cell-based, HeLa, Wee1K328M-luciferase, luminescence. HeLa Luc-Wee1K328M stability; 100% = proteasome inhibitor MG132 effect. reporter increase, % at 5 µM. hit rate 1.2% among 220,000. AID 1321, 2008;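 active means activation above the mean of all tested compounds plus 3 SD, set per screening run, cut at about 8.8% in these data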;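 further: cells exposed to compound for 20 h before luminescence read; 0% = DMSO alone and 100% = MG132 at 30 µM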
Ba/F3 V617F tox: reduced viability of JAK2V617F-dependent Ba/F3 cells, primary screen, JAK2V617F inhibitor project, cell-based, Ba/F3 EpoR-JAK2V617F, luminescence. ATP luminescence. inhibition, % at 5.6 µM. hit rate 1.1% among 220,000. AID 1446, 2008;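 active means inhibition above the campaign mean plus 3 SD over all tested compounds, cut at about 24% in these data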;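 further: cytokine-independent growth of Ba/F3 cells driven by EpoR plus mutant JAK2; 0% = DMSO-treated cells and 100% = JAK inhibitor I control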
CHOP inh: inhibitors of CHOP promoter induction, primary screen, cell-based, unfolded protein response, luciferase reporter; AID 2732, 2010; CHO-K1 CHOP-promoter luciferase, tunicamycin-induced, 15-18 h; hit rate 3.8% among 220,000; inhibition, % at 10 µM;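 active means compounds that reduced the stress-induced luciferase reporter signal by more than about 70% of percent inhibition, limit read from the data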;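 further: 0% = tunicamycin plus vehicle and 100% = wells without tunicamycin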
* = called active by the depositor; nt = no result given.

molecule,PPC-1+TRAIL kill,BaF3 tox,TRPML3 ag,zfTRPN1 agonist,RBBP9 inh,TNF death inh,Wee1 stabilizer,Ba/F3 V617F tox,CHOP inh
Cc1occc(=O)c1OCc1c(F)cccc1Cl,1,10,0.5,1.4,-6,-2.8,-4,6,23
O=C(Cc1noc2ccccc12)NNC(=S)Nc1ccccc1,-3,4,0.4,-0.9,-7,0.5,-4,0,16
CC(=O)c1nn(-c2cccc(Cl)c2)cc1C(=O)c1ccco1,-22,4,0.1,0.2,-4,-0.2,1,5,28
Cc1cc2oc(C(=O)NCCc3ccc(S(N)(=O)=O)cc3)c(C)c2cc1C,1,4,0.0,-1.6,-12,0.5,0,0,3
Fc1ccc(-c2nnc(CSc3nnc4ccccn34)o2)cc1,37,7,0.2,-0.6,-3,0.4,-2,4,-11
Cc1cc(C(F)(F)F)nn1CC(=O)N(C)C1CCCCC1,nt,0,1.1,0.1,5,0.6,0,0,nt
CCCCNC(=O)CCCCn1c(=S)[nH]c2c([nH]c3ccc(OC)cc32)c1=O,14,12,0.0,0.5,0,-0.7,8,3,-7
Cc1cccc(NC(=S)NNC(=O)c2csc3c2CCC(C)C3)c1 (stereo not given),8,1,-0.1,-1.9,1,0.1,0,-1,41
CCOc1cc(/C=N/N2C(=O)NC3(CCCCC3)C2=O)cc(Br)c1O,4,2,-0.2,1.1,-9,0.0,1,-1,2
CC(NC(=O)CCc1nnc(-c2ccc(-c3ccccc3)cc2)o1)c1nccs1 (stereo not given),nt,7,1.4,2.8,-10,-0.1,4,-1,64
CCCCOC(=O)CSC1=C(C#N)C(c2cccnc2)C(C(=O)OCC)=C(c2ccccc2)N1 (stereo not given),0,7,-1.4,-0.8,-10,4.0,5,5,0
Cc1ccc(S(=O)(=O)N2CCCCC2)cc1NC(=O)Cc1c[nH]c2ccccc12,13,8,0.4,4.0,0,-0.2,2,2,5
COc1cc(/C=C2/NC(=O)N(Cc3ccccc3F)C2=O)cc(OC)c1O,5,6,0.5,0.0,-1,3.1,6,1,26
Cc1ccc(C(CC(N)=O)c2ccco2)cc1 (stereo not given),4,0,0.7,-0.1,-7,-1.2,-1,1,17
CC(NC(=O)CCC(=O)c1ccc(F)cc1)C1CC2CCC1C2 (stereo not given),1,-2,-0.2,0.0,4,0.4,-2,-1,15
CC1CCCCN1CCCn1c(=S)[nH]c2ccccc2c1=O (stereo not given),-2,6,0.1,0.5,-6,-0.3,2,4,26
Clc1ccc2nnnc(-c3ccccc3)c2c1,21,6,-1.2,-3.6,-6,1.2,-1,1,38
CCCn1c(N2CCN(C(=O)NCc3ccccc3)CC2)nc2ccccc21,11,-5,0.3,0.4,9,5.0,-2,-2,-27
Cc1c(C)n(C(=O)CSc2nncn2C)c2ccccc12,14,-2,-0.5,-0.7,-6,-3.4,3,0,8
CC(C)(C)c1cccc(P(=O)(c2ccccc2)c2ccccc2)c1O,10,-3,-1.3,-3.1,2,-1.0,1,0,-5
c1ccc2nc3c(nc2c1)c1ccccc1n3CCN1CCOCC1,44,77*,0.6,0.0,-4,-2.3,-1,84*,15
Cn1ccnc1C(O)(c1nnc(-c2ccccc2)o1)C(F)(F)F (stereo not given),-13,4,0.7,1.7,-1,-0.5,2,1,-17
CC(c1ccccc1)N1C(=O)c2ccccc2C1O (stereo not given),-9,12,0.3,0.8,0,3.2,2,5,11
O=C(CSc1ncnc2ccccc12)NCC(=O)c1ccccc1,4,4,0.7,1.8,1,3.5,10*,-1,6
O=C(NCCN1CCOCC1)C(=O)NCC1CCCO1 (stereo not given),27,3,0.2,-0.4,-6,0.5,1,-3,9
Cc1cc(C(F)(F)F)n(-c2nc(C(=O)Nc3ccccc3Oc3ccccc3)cs2)n1,-4,2,1.1,0.3,-5,1.3,0,3,8
CCC(C)NCCOCCOc1ccc(Cl)c(C)c1C (stereo not given),18,4,1.1,2.2,-5,5.9,-1,-1,-4
COc1ccc(S(=O)(=O)Nc2ccc(S(=O)(=O)N3CCOCC3)cc2)cc1,8,1,0.7,1.1,-8,0.7,2,1,15
O=S(=O)(c1ccc(Cl)cc1)N1CCN=C1SCc1ccc(Cl)c(Cl)c1,0,6,0.8,1.5,-6,-0.5,0,3,2
O=c1cc(-c2ccccc2)nc2nc[nH]n12,-14,0,1.4,-1.0,6,0.5,-2,-4,0

Next section (four carried over from the part before).
Sequence of screens – PPC-1+TRAIL kill | BaF3 tox | TRPML3 ag | zfTRPN1 agonist | RBBP9 inh | TNF death inh | Wee1 stabilizer | Ba/F3 V617F tox | CHOP inh
- CCC(C)NCCOCCOc1ccc(Cl)c(C)c1C (stereo not given)
  18 | 4 | 1.1 | 2.2 | -5 | 5.9 | -1 | -1 | -4
- COc1ccc(S(=O)(=O)Nc2ccc(S(=O)(=O)N3CCOCC3)cc2)cc1
  8 | 1 | 0.7 | 1.1 | -8 | 0.7 | 2 | 1 | 15
- O=S(=O)(c1ccc(Cl)cc1)N1CCN=C1SCc1ccc(Cl)c(Cl)c1
  0 | 6 | 0.8 | 1.5 | -6 | -0.5 | 0 | 3 | 2
- O=c1cc(-c2ccccc2)nc2nc[nH]n12
  -14 | 0 | 1.4 | -1.0 | 6 | 0.5 | -2 | -4 | 0
- COCCCNC(=O)CCn1c(=O)c2ccccc2n(CC(=O)Nc2ccc(C)cc2C)c1=O
  -2 | 2 | -0.4 | 0.6 | 1 | -0.1 | -1 | -3 | 11
- O=C(Nc1nc2c(s1)CCCC2)C1CCCN1C(=O)c1cccs1 (stereo not given)
  5 | 3 | -0.4 | 0.1 | -8 | -2.9 | -2 | 3 | 17
- CC(C)NC(=O)c1nn2c(C(F)(F)F)cc(-c3ccco3)nc2c1Cl
  nt | 5 | 0.1 | -0.7 | 0 | 0.7 | 1 | 0 | -1
- C/C(=N\NC(N)=O)c1ccc(Cl)s1
  10 | -3 | 0.4 | 0.3 | -4 | 4.4 | 2 | -3 | 4
- O=C(COC(=O)CSc1ccc2ccccc2c1)NC1CC1
  10 | 7 | 1.3 | 4.0 | -3 | 0.1 | 0 | 0 | 3
- CCN(CCCNC(=O)C1CCN(S(=O)(=O)c2c(C)[nH]c(=O)[nH]c2=O)CC1)c1cccc(C)c1
  -15 | 6 | 0.9 | -0.2 | -1 | 0.5 | 4 | -2 | 18
- CCOC(=O)C1=C(N)OC2=C(C(=O)CCC2)C1c1sccc1C (stereo not given)
  -17 | 6 | 0.1 | -2.8 | -3 | -0.8 | -2 | 3 | 19
- CCC(C)Oc1nc2ccccc2nc1NS(=O)(=O)c1ccccc1 (stereo not given)
  17 | 8 | 1.4 | -0.7 | 0 | -0.3 | -1 | 2 | 14
- COc1ccccc1Nc1nc(C)cc(C)c1C(N)=O
  40 | 1 | -0.8 | -0.6 | -4 | -1.2 | 3 | -4 | 2
- Cc1ccc2cc(C#N)c(N3CCCN(C(=O)C4CCCO4)CC3)nc2c1C (stereo not given)
  17 | 2 | 0.4 | -1.1 | -12 | -0.2 | 2 | 2 | 3
- Cc1cc2c(c(=O)n1C)C(Cc1ccccc1)C(C#N)=C(N)O2 (stereo not given)
  13 | 7 | 0.3 | 1.5 | -6 | -1.8 | -3 | 0 | -9
- COC(=O)c1ccc(Sc2ccccc2NS(=O)(=O)c2ccc(NC(C)=O)cc2)nc1
  16 | 5 | -0.8 | -0.1 | -9 | -3.7 | -1 | 1 | 12
- COc1ccccc1CN(C(=O)Cc1cccs1)C(C(=O)NC1CCCC1)c1ccncc1 (stereo not given)
  7 | 9 | -0.5 | 0.9 | -2 | -4.2 | -1 | 3 | 27
- O=C(CSc1cccc(C(F)(F)F)c1)N1CCN(S(=O)(=O)c2ccccc2)CC1
  7 | 4 | 1.4 | -1.0 | 6 | 3.5 | 2 | -1 | 81*
- CCN(CC)CCN(Cc1cc2cc(C)ccc2[nH]c1=O)C(=S)Nc1ccccc1
  12 | 9 | 1.1 | -0.7 | -3 | 2.3 | -4 | -2 | 15
- COC(=O)CC/C(C)=N\Nc1ccc([N+](=O)[O-])cc1[N+](=O)[O-]
  10 | 1 | 1.0 | 1.3 | -3 | -4.1 | 0 | -4 | 75*

This is a random part of the collection, and some 6.8% of all compounds hit somewhere here.
